Source: PubChem (The Scripps Research Institute Molecular Screening Center)
CHO parental Ca: signal in parental CHO cells, OX1R antagonist counter-screen; parental CHO-K1, ATP-induced calcium, Fluo-8 fluorescence; inhibition, % at 5.6 µM; 330,000 compounds, 0.63% hits;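 active = inhibition above that plate's mean sample inhibition plus 3 SD, cut at about 26% in these data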;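 also: 0% = ATP-challenged DMSO wells and 100% = DMSO wells without ATP; some compounds past the cut are filed as inactive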
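Material: Parental CHO cells | Reagent: ATP | Compound dosing: Single nominal dose of 5.6 µM per compound | Detection: Intracellular calcium via Fluo-8 no-wash fluorescent dye | Read-out: % inhibition of ATP-induced calcium mobilization | Benchmarks: Low control ATP plus DMSO, high control DMSO only | Replicates: Singlicate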
OXTR potentiator: potentiates the human oxytocin receptor response | P30559 | activation, % at 3 µM | CHO-OTR cells, Fluo-8 calcium fluorescence, potentiator mode; 0% = oxytocin EC15, 100% = EC100 | AID 2445 | 320,000 compounds, 0.061% hits;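 active = activation above that plate's cutoff, the mean activation of tested compounds plus 3 SD, cut at about 6.6% in these data, passing the limit was not always enough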;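 also: 100% uses oxytocin at 75 nM as the full agonist control; some results filed as inactive read as strong as hits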
Target sequence (P30559 whole entry, looked up): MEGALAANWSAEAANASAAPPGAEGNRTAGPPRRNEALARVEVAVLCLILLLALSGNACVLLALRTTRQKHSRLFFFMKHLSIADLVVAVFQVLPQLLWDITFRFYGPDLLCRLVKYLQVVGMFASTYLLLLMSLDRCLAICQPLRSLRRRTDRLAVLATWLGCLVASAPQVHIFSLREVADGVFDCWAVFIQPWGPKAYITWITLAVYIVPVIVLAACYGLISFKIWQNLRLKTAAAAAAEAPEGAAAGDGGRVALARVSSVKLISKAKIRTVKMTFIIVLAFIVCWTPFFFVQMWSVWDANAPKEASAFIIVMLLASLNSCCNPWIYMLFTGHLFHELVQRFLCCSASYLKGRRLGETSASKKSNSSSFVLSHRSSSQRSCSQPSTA
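Assay system: CHO cell line stably expressing human OTR. Reagent: EC15 oxytocin agonist. Dosing: single dose, 3.0 µM nominal final compound concentration. Timing: compound 6 min at room temperature before oxytocin, 100 s read. Signal: kinetic Fluo-8 calcium fluorescence. Controls: oxytocin EC15 low and EC100 high.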
CHO-K1 Ca antag: M1 antagonist counterscreen hit in parental CHO-K1 cells | ATP-induced calcium, Fluo-8 fluorescence | 360,000 compounds, 0.6% hits | inhibition, % at 3 µM;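 active = inhibition above a per-plate cutoff, the plate's mean sample inhibition plus 3 SD, cut at about 24% in these data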;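 also: 0% = DMSO plus EC80 ATP and 100% = DMSO alone without ATP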
M1 ag: agonists of human M1 muscarinic receptor | CHO-K1 hM1, Fluo-8 calcium fluorescence, agonist mode; 0% DMSO, 100% acetylcholine EC100 | activation, % at 3 µM | 360,000 compounds, 0.33% hits;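 active = activation above the run's mean compound activation plus 3 SD, cut at about 16% in these data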;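 also: peak over basal fluorescence ratio within a 140 s kinetic read after compound addition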
M1 PAM: human CHRM1 positive allosteric modulation. CHO-K1 hM1, Fluo-8 calcium fluorescence, ACh EC20; 0% = ACh EC20, 100% = maximal ACh. activation, % at 3 µM. 360,000 compounds, 0.088% hits; in the data active = activation above about 19%, passing the limit was not always enough
M1 ag parental: counter-screen for M1 agonists: effect in parental CHO-K1 cells; Fluo-8 calcium fluorescence; scaled to maximal ATP response, vehicle zero; activation, % at 3 µM; 360,000 compounds, 0.48% hits; in the data active = activation above about 15%;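 also: untransfected CHO-K1 host cells lacking M1 receptor as counterscreen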
CHRM4 antagonist: blocks acetylcholine activation of human M4 receptor; P08173; inhibition, % at 3 µM; CHO-hM4 cells, ACh EC80, Fluo-8 calcium fluorescence; 360,000 compounds, 0.73% hits;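 active = inhibition above its plate's cutoff, the mean inhibition of sample wells plus 3 SD, cut at about 27% in these data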;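 also: 0% = acetylcholine EC80 with DMSO and 100% = DMSO without agonist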
Target sequence (P08173 whole entry, looked up): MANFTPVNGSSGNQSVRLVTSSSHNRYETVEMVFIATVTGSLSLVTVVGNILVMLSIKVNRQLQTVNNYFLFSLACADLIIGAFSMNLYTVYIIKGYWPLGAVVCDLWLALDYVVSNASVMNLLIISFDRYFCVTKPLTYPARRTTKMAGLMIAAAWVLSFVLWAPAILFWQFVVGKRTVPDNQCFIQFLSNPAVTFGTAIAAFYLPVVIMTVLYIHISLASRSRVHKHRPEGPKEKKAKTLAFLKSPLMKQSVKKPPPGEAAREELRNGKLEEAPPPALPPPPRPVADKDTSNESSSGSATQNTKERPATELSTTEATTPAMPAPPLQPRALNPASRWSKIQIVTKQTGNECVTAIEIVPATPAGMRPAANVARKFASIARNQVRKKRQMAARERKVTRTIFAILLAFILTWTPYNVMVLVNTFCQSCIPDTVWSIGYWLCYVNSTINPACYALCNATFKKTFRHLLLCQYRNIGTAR
M4 ag: CHRM4 agonism in calcium assay. P08173. CHO-K1 hM4/Gqi5, Fluo-8 calcium fluorescence; vehicle 0%, full acetylcholine response 100%. activation, % at 3 µM. 360,000 compounds, 0.14% hits. AID 624127;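 active = activation above the run mean over all test wells plus 3 SD, cut at about 32% in these data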;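 also: peak over basal fluorescence ratio per well then scaled between controls; 0% = DMSO wells and 100% = acetylcholine at EC100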
CHRM1 antagonist: blocks human M1 muscarinic receptor | CHO-K1 hM1, Fluo-8 calcium fluorescence, ACh EC80 antagonist | inhibition, % at 3 µM | 360,000 compounds, 1.3% hits;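 active = percent inhibition above its own plate's cutoff, namely the mean of that plate's compound wells plus 3 SD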;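 also: peak over basal fluorescence ratio during 140 s after agonist addition; 0% = ACh EC80 plus DMSO and 100% = DMSO alone without agonist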
An asterisk follows results filed as active; . = not tested or not shown.

1) Cc1ccc(Cn2nnnc2CN2CCC(c3nc4ccc(Cl)cc4[nH]3)CC2)cc1
2) COc1ccc(-c2nc3n(c(=O)c2C#N)CCS3)c(OC)c1
3) O=C(O)C1CCCCC1C(=O)Nc1cccc2ccccc12 (stereo not given)
4) CCCn1nnc(NC(=O)c2cccc(OCc3ccccc3)c2)n1
5) CC(C)(C)C(=O)CNS(=O)(=O)c1ccc(S(=O)(=O)NC2CC2)cc1
6) Oc1cc(O)cc(-c2cc3ccc(O)cc3o2)c1
7) O=C(Nc1ccc(C(=O)N2CCCC2)cc1)c1ccccc1
8) CCOC(=O)c1ccc(NC(=O)CN2C(=O)CNC2=O)cc1
9) Cc1ccnn1-c1ccc(C(=O)NCC(c2ccco2)N2CCCC2)cc1 (stereo not given)
10) CC(C)Cc1cc(C(=O)Nc2cccnc2)no1
assay / compound	1	2	3	4	5	6	7	8	9	10
CHO parental Ca	-14	-4	-6	-22	-10	10	.	-5	-15	-4
OXTR potentiator	-9	-6	2	0	-3	-2	.	-4	-2	-1
CHO-K1 Ca antag	5	8	4	-8	-2	-4	-13	-9	-14	8
M1 ag	-9	-3	-5	-5	-6	-5	0	-2	-8	-3
M1 PAM	-7	2	3	-3	3	0	2	7	4	3
M1 ag parental	0.9	4.9	0.6	1.1	0.6	0.5	0.3	0.3	-0.1	0.4
CHRM4 antagonist	0	2	7	-11	7	-2	-12	-9	-4	3
M4 ag	0	19	-1	4	1	0	0	1	2	1
CHRM1 antagonist	-2	2	-4	6	-12	0	-5	-8	-3	-2

Arranged by the number under M4 ag (falling): three of the compounds above
entry | Structure | M4 ag
2 | COc1ccc(-c2nc3n(c(=O)c2C#N)CCS3)c(OC)c1 | 19
4 | CCCn1nnc(NC(=O)c2cccc(OCc3ccccc3)c2)n1 | 4
1 | Cc1ccc(Cn2nnnc2CN2CCC(c3nc4ccc(Cl)cc4[nH]3)CC2)cc1 | 0

(more compounds)
11) Cc1cccc(C)c1NC(=O)COC(=O)CCC(=O)c1cccs1
12) CCN(CC)S(=O)(=O)c1ccc(C)c(NC(=O)/C=C/c2cccs2)c1
13) O=C(C[n+]1cccc(O)c1)NCc1ccc(Cl)cc1
14) CCCS(=O)(=O)NC(=O)C1(C)CCCN(C(=O)c2cncc(Br)c2)C1 (stereo not given)
15) O=C(/C=C\c1ccc2c(c1)OCO2)CC1(O)C(=O)Nc2ccccc21 (stereo not given)
16) N#CCSc1nnc(CNc2ccc(F)cc2)o1
17) Cc1nn(-c2ccccc2)c2[nH]c(=O)c(CNCc3ccc4c(c3)OCO4)cc12
18) Cc1cccc(OCCCC(=O)Nc2ccc(S(=O)(=O)Nc3ncccn3)cc2)c1C
19) Cc1cccc(CSc2nnc(-c3ccccn3)n2N)c1
20) O=C1NC2(CCCC2)Oc2ccccc21
assay / compound	11	12	13	14	15	16	17	18	19	20
CHO parental Ca	4	-1	-7	.	0	-8	-29	-3	-7	-10
OXTR potentiator	-11	-12	1	.	-3	-10	0	-3	-1	3
CHO-K1 Ca antag	-10	13	7	-1	2	0	-6	-11	-15	1
M1 ag	-7	-6	-1	-3	-3	-4	-3	-1	-5	-10
M1 PAM	7	-1	16	7	9	6	6	14	9	11
M1 ag parental	0.7	4.0	-0.5	2.0	1.3	0.8	0.1	1.0	9.2	0.1
CHRM4 antagonist	-7	1	4	-2	-1	1	-14	-3	0	-5
M4 ag	2	6	0	0	2	0	2	0	0	1
CHRM1 antagonist	-4	4	-11	-11	-12	-6	-12	-16	-10	-5

21) COc1c(Cl)cnn(-c2ccccc2)c1=O
22) COc1ccc(NC(=O)C[C@H]2C(=O)N(C3CCCCC3)C[C@@H]2c2ccc(OC)cc2)cc1
23) CC(C)S(=O)(=O)c1cnc(-c2ccccn2)nc1N
24) [O-]/[N+](=C\c1ccccc1)c1ccc(Br)cc1
25) O=C(O)c1ccc(CSc2nnc(-c3ccccc3)n2-c2ccccc2)cc1
26) N#CC1(NC(=O)CN2C(=O)NC(c3ccccc3)(c3ccccc3)C2=O)CCCC1
27) CC(C)c1nnc(NC(=O)Cc2ccccc2[N+](=O)[O-])s1
28) CCCN1C2CCCC1CC(NC(=O)c1ccc(Br)cc1)C2 (stereo not given)
29) CN1CCN(C(=O)CN(C2CCCCC2)S(=O)(=O)c2ccc(Br)cc2)CC1
30) CCC(=O)c1ccc2ncccc2c1
assay / compound	21	22	23	24	25	26	27	28	29	30
CHO parental Ca	-8	.	2	-2	4	-5	-17	-7	-18	-10
OXTR potentiator	1	.	-7	-4	2	5	1	-9	-4	-2
CHO-K1 Ca antag	2	-2	13	-7	-15	-11	-2	-2	-9	-9
M1 ag	0	-3	-4	-3	-3	-2	-8	-9	18*	-3
M1 PAM	3	14	-3	5	5	5	-13	1	-2	-7
M1 ag parental	0.3	0.0	0.2	1.1	0.5	0.1	1.2	0.7	4.8	0.2
CHRM4 antagonist	4	-18	3	3	2	10	1	2	-7	1
M4 ag	0	3	0	2	1	0	0	2	5	1
CHRM1 antagonist	4	-22	10	-4	-8	-1	2	-6	2	-1

31) Cn1c(SCC(N)=O)nnc1-c1cnccn1
32) Cc1cc(C)c(S(=O)(=O)Nc2c(C)[nH]c(=O)[nH]c2=O)c(C)c1
33) O=C(COC(=O)COc1ccccc1)Nc1ncc(Cl)cc1Cl
34) CCN(C(=S)Nc1ccc(Oc2ccccc2)cc1)c1ccccc1
35) CCOc1cccc2c1OC1(C)CC2NC(=O)N1c1cccc(C(=O)NCc2ccccn2)c1 (stereo not given)
36) O=C(O)c1cccnc1Sc1ccccc1Cl
37) COc1ccccc1CN1CC(C(=O)NCc2ccc(C)c(F)c2)CCC1=O (stereo not given)
38) CC(C)Oc1cccc(C(=O)C2CCCN(C(=O)c3ccnn3C)C2)c1 (stereo not given)
39) COc1cc(C(=O)OCC(=O)NC(N)=O)cc(CN2C(=O)c3ccccc3C2=O)c1OC
40) COC(=O)C1CN(C(=O)COc2ccc(C)cc2)c2ccccc2O1 (stereo not given)
assay / compound	31	32	33	34	35	36	37	38	39	40
CHO parental Ca	13	-8	-5	5	-12	-3	-25	-12	-17	-10
OXTR potentiator	-18	-1	-4	-3	-1	-4	-3	-8	-2	-10
CHO-K1 Ca antag	-6	-22	7	-12	-22	-7	-1	8	-3	-9
M1 ag	-1	0	-2	-9	-1	-5	-2	-12	4	-3
M1 PAM	4	8	6	-3	10	2	-9	-7	19	5
M1 ag parental	0.7	0.8	-0.5	1.7	1.1	0.1	0.4	0.6	-0.6	1.1
CHRM4 antagonist	3	3	-4	1	-4	2	-9	11	13	-4
M4 ag	1	1	1	2	3	0	2	1	0	1
CHRM1 antagonist	9	-31	-8	11	-13	-6	4	-1	-13	-6

41) CCn1c2ccccc2c2cc(NC(=O)c3cccc(OC)c3OC)ccc21
42) COc1ccc(C(=O)NCc2ccccc2C)cc1S(=O)(=O)NC1CCCC1
43) COc1ccc(-c2ccnc(SCC(=O)N3CCN(c4ccccc4)CC3)n2)cc1
44) Cc1ccc(SCC(=O)NCCC2=CCCCC2)cc1
45) O=C(O)CC(c1cccc2ccccc12)n1cccc1 (stereo not given)
46) O=C1/C(=C/c2ccc3c(c2)OCO3)CCC/C1=C\c1ccc2c(c1)OCO2
47) CCN1C(=O)CC(C(C)C)N(C2CCCC2)c2nc(Nc3ccc(C(=O)NC4CCN(C)CC4)cc3OC)ncc21 (stereo not given)
48) CCN(CC)CC(=O)Nc1ccc(C)cc1C(=O)c1ccccc1
49) CCOc1cc(/C=C/c2nc3cc(C)c(C)cc3s2)ccc1OCC(=O)N1CCOCC1
50) CCOc1cc(C)c(C(C)C)cc1S(=O)(=O)n1ccc(C)n1
assay / compound	41	42	43	44	45	46	47	48	49	50
CHO parental Ca	7	-16	-20	-10	-10	-3	.	-16	-23	-27
OXTR potentiator	-11	-1	4	1	-2	-4	.	5	1	-1
CHO-K1 Ca antag	6	-7	-11	-6	-1	-11	-8	-3	10	-9
M1 ag	-10	-3	-2	-7	-2	0	-13	-4	-6	-6
M1 PAM	-7	5	14	11	0	-2	-3	14	5	3
M1 ag parental	0.8	0.5	0.1	0.2	0.1	2.1	-0.2	-0.2	0.2	-0.1
CHRM4 antagonist	4	1	0	2	-6	-15	-2	-15	-1	-8
M4 ag	2	1	-1	-4	1	2	0	-1	2	-1
CHRM1 antagonist	3	-3	-7	-14	-9	-9	5	-25	-1	-34

A few values from the entries so far.
Value for CCN1C(=O)CC(C(C)C)N(C2CCCC2)c2nc(Nc3ccc(C(=O)NC4CCN(C)CC4)cc3OC)ncc21 (stereo not given) under CHO-K1 Ca antag: -8
Value for COc1ccc(C(=O)NCc2ccccc2C)cc1S(=O)(=O)NC1CCCC1 under M4 ag: 1
Value for O=C1/C(=C/c2ccc3c(c2)OCO3)CCC/C1=C\c1ccc2c(c1)OCO2 under M1 PAM: -2
Value for O=C(O)CC(c1cccc2ccccc12)n1cccc1 (stereo not given) under M1 ag: -2
Value for CCOc1cc(/C=C/c2nc3cc(C)c(C)cc3s2)ccc1OCC(=O)N1CCOCC1 under M1 ag parental: 0.2
Value for CCN(CC)CC(=O)Nc1ccc(C)cc1C(=O)c1ccccc1 under CHO parental Ca: -16

Continuation.
51) Cc1ccc(NC(=S)NC(=O)Cc2ccccc2)c(O)c1
52) CCSC1=NCCN1C(=O)c1ccc(S(=O)(=O)N(CC)CC)cc1
53) COc1ccc(NC(=O)CCNS(=O)(=O)c2ccc(Br)s2)cc1
54) O=C(Nc1cc(S(=O)(=O)N2CCOCC2)ccc1N1CCOCC1)c1cccc(Cl)c1
55) CCCCNC(=S)N(C)/N=C/c1ccccc1C(=O)O
56) CCS(=O)(=O)c1nc(S(=O)(=O)c2ccc(C)cc2)c(NCCCn2ccnc2)s1
57) Cc1ccc2nc(NC(=O)C3CCCN(S(=O)(=O)c4cccc5nsnc45)C3)sc2c1 (stereo not given)
58) CS(=O)(=O)N1CCc2cc(C(=O)Nc3ccc(Br)cc3)ccc21
59) C=CCc1cc(C)ccc1OCCOCCn1ccnc1
assay / compound	51	52	53	54	55	56	57	58	59
CHO parental Ca	.	-2	-14	.	-5	-17	-17	8	-6
OXTR potentiator	.	-3	-7	.	5	-4	-8	-20	-7
CHO-K1 Ca antag	-3	14	9	14	-5	-8	-7	-4	12
M1 ag	18*	-5	2	-3	-2	-4	-2	-4	-7
M1 PAM	6	-4	9	-1	3	4	6	4	8
M1 ag parental	5.8	-0.6	1.8	1.4	-0.2	0.9	0.6	2.9	1.3
CHRM4 antagonist	12	3	-6	4	3	3	5	-6	-4
M4 ag	10	0	3	3	0	1	4	2	1
CHRM1 antagonist	-4	3	-33	-1	4	-2	-4	-9	-4
